POLI inh: inhibitors of human DNA polymerase iota; 1% of 390,000 active; Potency, µM (series often up to 115 µM), for the others: at the highest dose activity, negative = inhibition, hits mostly inhibitors; Pol iota fluorescent replication assay, 10 min; also: potency is read from the fitted curve at half-maximal effect
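Pol iota at 10 nM preincubated 15 min with compounds at room temperature; reaction started with fluorescent substrate, 50 nM final. Fluorescence read kinetically at 0 and 10 min; buffer-only wells as negative control.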
POLB inh: inhibitors of human DNA polymerase beta; AID 485314; 1.3% of 340,000 active; P06746; Potency, µM (highest dose often 114 µM), without a hit: top-dose activity change, negative = inhibition, actives largely listed as inhibitors; Pol beta primer extension/strand displacement, fluorescence kinetic; also: potency is read from the fitted curve at half-maximal effect; % is scaled to controls: 0 for no effect and ±100 for the full control effect
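Enzyme-only controls used 10 nM Pol beta; buffer lacking enzyme served as negative control. Compound preincubated 15 min, then 50 nM substrate added; 0 and 10 min reads at room temperature.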
ERG-DNA inh: inhibitors of human ERG Ets domain-DNA interaction; AID 624246; Potency, µM (titrated, usually from 76.9 µM), without a hit: top-dose FP activity, negative = inhibition, hits mostly inhibitors; 0.028% of 370,000 active; fluorescence polarization, His-ERG Ets domain / labelled DNA; active = well fitted inhibition curve with a large enough effect in the polarisation, with a control signal flat; inconclusive = small, poorly fitted or top-dose-only effect, or effect the other way, or a change in a side signal; inactive = no such curve, though single readings can be large or run the other way; the % refers to the polarisation;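 also: polarization taken with two DNA probes labelled with fluorescein and Texas red; potency is read from the fitted curve at half-maximal effect; % of control where 0% means no effect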
Target sequence (P11308 whole entry, looked up, the tested form may be a part): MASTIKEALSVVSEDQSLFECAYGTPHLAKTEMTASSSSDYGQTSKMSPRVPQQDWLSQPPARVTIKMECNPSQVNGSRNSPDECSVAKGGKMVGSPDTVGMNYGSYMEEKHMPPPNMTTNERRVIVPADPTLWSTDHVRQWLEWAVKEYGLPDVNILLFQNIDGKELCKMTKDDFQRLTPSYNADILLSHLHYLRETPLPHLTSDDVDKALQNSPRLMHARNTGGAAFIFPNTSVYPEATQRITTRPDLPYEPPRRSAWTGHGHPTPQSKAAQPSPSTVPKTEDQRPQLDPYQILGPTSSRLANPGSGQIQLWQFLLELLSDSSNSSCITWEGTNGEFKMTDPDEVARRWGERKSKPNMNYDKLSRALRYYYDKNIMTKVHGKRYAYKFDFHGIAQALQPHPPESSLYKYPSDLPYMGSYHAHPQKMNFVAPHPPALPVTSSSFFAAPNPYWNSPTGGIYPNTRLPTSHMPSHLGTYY
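His-tagged ERG Ets domain (1 uM in the protein solution; 300mM KCl, 50mM Tris-HCl, 1mM EDTA, 1mM DTT, pH 7.5) received compound, then a probe mix of 5 nM fluorescein-DNA and 100nM Texas-615-DNA. Fluorescence polarization was read for both dyes.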
POLK inh: blocks human DNA polymerase kappa activity. Q9UBT6. purified Pol kappa, fluorescent DNA synthesis assay, 10 min. Potency, µM (highest dose often 107 µM), for inactives: top-dose activity, negative = inhibition, usual class: inhibitors. 0.53% of 400,000 active. AID 588579; also: potency is read from the fitted curve at half-maximal effect; % is scaled to controls: 0 for no effect and ±100 for the full control effect
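Kinetic fluorescence screen: compound preincubated 15 min RT with 10 nM enzyme; 50 nM substrate (final) initiates; reads at 0/10 min.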
APEX1 inh: APE1 (human) endonuclease inhibition; P27695; recombinant APE1, TAMRA/BHQ-2 abasic DNA cleavage fluorescence; Potency, µM (series often up to 65.8 µM), for inactives: at the top dose activity change, negative = inhibition, most hits filed as inhibitors; 0.35% of 350,000 active; AID 2517;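 also: potency is read from the fitted curve at half-maximal effect; plate controls were vehicle for no effect and reference inhibitor for full effect; nearly all actives have a fitted effect of over 55% in size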
Target sequence (P27695 whole entry, looked up): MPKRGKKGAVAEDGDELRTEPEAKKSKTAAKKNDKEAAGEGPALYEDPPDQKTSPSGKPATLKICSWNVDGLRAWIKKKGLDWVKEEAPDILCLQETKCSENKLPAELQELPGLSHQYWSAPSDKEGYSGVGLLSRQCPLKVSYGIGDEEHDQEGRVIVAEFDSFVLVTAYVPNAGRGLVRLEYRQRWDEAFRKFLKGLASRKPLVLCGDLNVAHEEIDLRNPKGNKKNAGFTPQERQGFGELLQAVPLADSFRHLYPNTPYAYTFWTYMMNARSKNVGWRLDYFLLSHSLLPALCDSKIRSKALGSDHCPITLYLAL
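0.75 nM APE1 + cpd, 15 min RT; start w/ 50 nM TAMRA/BHQ-2 THF-abasic dsDNA; kinetic fluor 525/598 nm ×3 reads @60 s; Δ(read3−read1); normalized to DMSO and NSC13755 control wells.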
BLM inh: blocks DNA unwinding by human BLM helicase. AID 2528. Potency, µM (series often up to 56.1 µM), inactives show at the highest dose activity change, negative = inhibition, hits mostly inhibitors. recombinant BLM DNA unwinding, fluorescence dequenching. 0.2% of 350,000 active;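 also: potency is read from the fitted curve at half-maximal effect; plate controls were vehicle for no effect and no enzyme for full effect; nearly all actives have a fitted effect of over 35% in size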
12-LOX inh: blocks human arachidonate 12S-lipoxygenase; P18054; purified 12hLO, xylenol orange hydroperoxide absorbance; Potency, µM (titrated, usually from 108 µM), for the others: at the top dose activity change, negative = inhibition, usual class: inhibitors; 1.1% of 580,000 active; also: potency is read from the fitted curve at half-maximal effect; % is scaled to controls: 0 for no effect and ±100 for the full control effect
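Hydroperoxide product was detected by ferrous iron/xylenol orange as the 573 to 405 nm absorbance ratio. Arachidonic acid at 40 uM (final) was turned over for 30 min at room temperature by 150 nM human 12hLO, pH 7.0 Hepes buffer, after 15 min compound preincubation.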
Apoferritin bind: binds horse apoferritin like a general anesthetic; apoferritin/1-aminoanthracene competitive binding, fluorescence; P02791; Potency, µM (highest dose often 77.5 µM), for the others: at the highest dose activity change, negative = displacement, usual class: inhibitors; 0.074% of 350,000 active; also: potency is read from the fitted curve at half-maximal effect; % is scaled to controls: 0 for no effect and ±100 for the full control effect; nearly all actives have a fitted effect of over 20% in size
Target sequence (P02791 2-175 limits assumed): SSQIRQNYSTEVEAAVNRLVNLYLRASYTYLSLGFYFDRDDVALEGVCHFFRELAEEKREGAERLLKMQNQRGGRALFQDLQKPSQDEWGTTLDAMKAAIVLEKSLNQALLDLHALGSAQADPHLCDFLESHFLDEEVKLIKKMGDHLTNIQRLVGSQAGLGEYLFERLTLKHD
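Probe: 1-aminoanthracene (50% saturated, PBS). Protein: horse-spleen apoferritin, 10 uM. Incubation: 10 min, room temperature. Detection: 380 nm excitation, 535 nm emission. Analysis: normalized response, four-parameter Hill.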
TRHR agonist: agonists of human TRH receptor; P34981; TRHR cells, calcium flux fluo-8, FDSS agonist mode; 0.18% of 360,000 active; activation, % at 2 µM; in the data active = activation above about 30%; also: 0% is about no effect
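In this calcium-flux screen, cells bearing human TRHR are dye-loaded with fluo-8, baselined for 10 cycles, then exposed to library compounds; positive kinetic calcium responses during the agonist phase mark hits, with TRH as control.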
* hit, by the source's call; ? = inconclusive; . = not tested or not shown; & = joins results of further samples; [ ] = remark or other dose. Unless noted, calls follow the shape of the dose curve; as a rule, active = well fitted curve in the direction sought with a large enough effect; inconclusive = small, poorly fitted or top-dose-only effect, or another doubt; inactive = no such curve, though single readings can be large; an effect the other way counts as inactive or inconclusive. These rows are one share of the data; the hit share may differ from the screen's.

Each structure is followed by: POLI inh | POLB inh | ERG-DNA inh | POLK inh | APEX1 inh | BLM inh | 12-LOX inh | Apoferritin bind | TRHR agonist
> O=C(OCC(=O)N1CCN(c2ccccc2)CC1)c1ccccc1OC(F)F
→ 22% | . | 7% | -2% | 10% | . | ? | . | -0.1
> Cc1nc2c(C(=O)NCc3ccccc3Cl)cnn2c(C)c1Cc1c(F)cccc1Cl
→ 28% | -26% | -2% | -8%[60.1 µM] | . | -2% | -18% | 3% | 0.5
> C[C@H](CO)N1C[C@H](C)[C@@H](CN(C)S(=O)(=O)c2ccccc2)Oc2ccc(NC(=O)Cn3cnnn3)cc2C1=O
→ 8% | . | 11% | -4% | -19% | . | -10% | . | .
> O=C(Nc1ccc(S(=O)(=O)Nc2ncccn2)cc1)c1cc([N+](=O)[O-])ccc1Cl
→ 16% | 10% | 6% | 4% | -14% | 4% | -70% | 0% | 0.4
> C[C@]12C(=O)N(c3cccc(F)c3)C(=O)N1[C@H]1c3ccccc3OC[C@@H]1[C@H]2c1ccccc1
→ 26% | . | 3% | 0% | 1% | . | 1% | . | .
> Cc1csc2nc(COC(=O)COc3ccccc3F)cc(=O)n12
→ 30%[activator] | 0% | 9% | 0% | . | 2% | -21% | -11% | 0.1
> Cc1ccccc1OCC(O)CN(CCO)Cc1ccccc1 (stereo not drawn)
→ 21% | -1% | -2% | 3% | -2% | -2% | 8% | -9% | -0.2
> COc1cc(/C=N/NC(=O)Nc2ccccc2)ccc1OC(C)=O
→ 2% | 22% | 0% | -10% | 1% | 1% | 1% | -3% | 0.5
> COc1ccc(NC(=O)NC2(C(=O)N3CCOCC3)CCCCC2)cc1
→ 14% | 2% | -7% | -7% | 57%[activator] | 1% | -13% | -5% | -1.9
> Cc1ccc2c(c1)sc1nc(=O)ccn12
→ 34%[activator] | 15% | -6% | -1% | 46%[activator] | -3% | 23% | -11% | -1.6
> Cc1ccc(C(c2sc3ncnn3c2O)N2CCCCC2)cc1 (stereo not drawn)
→ -19% | 78% | 2% | -7% | 2% | -8% | 22% | -13% | -0.7
> Fc1ccccc1/C=N/n1c(COc2ccccc2)n[nH]c1=S
→ 130%[activator] | 16% | 2% | -3% | -6% | -3% | ? | -13% | 1.5
> Cc1cc(F)ccc1-n1nnc(C(N)=O)c1C
→ 31%[activator] | 0% | 0% | -21% | . | -5% | -30% | -1% | 0.6
> O=C(c1ccc2c(c1)N(Cc1ccccc1)C(=O)c1ccccc1S2(=O)=O)N1CCc2ccccc21
→ 26% | 20% | 3% | -2% | . | -7% | -7% | -4% | 0.2
> COCc1cc(CN2CCN(CCCc3ccccc3)C(CCO)C2)ccc1OC (stereo not drawn)
→ -12% | ? | -4% | 2% | -9% | -2% | 10% | 2% | 0.0
> Cc1cc(C)cc(C(=O)N(C)C2CCCN(Cc3ccccc3F)C2)c1 (stereo not drawn)
→ 14% | -13% | -18% | -15% | 8% | -4% | ? | -7% | 0.1
> CCOC(=O)c1nnn2c1nc(N1CCN(C)CC1)c1ccccc12
→ -13%[58.9 µM] | 23% | 2% | -7% | -4% | -8% | 0% | 0% | -1.1
> CC(C)Cc1nnc(NC(=O)CCS(=O)(=O)c2ccc(Cl)cc2)s1
→ 10% | 0% | 7% | -10% | 28% | -1% | 61%[activator] | -5% | 0.1
> COC(CNC(=O)CN1CCN(Cc2ccc(F)cc2Cl)C1=O)OC
→ 2% | 98% | -1% | 0% | 9% | 0% | ? | 3% | 0.6
> CS(=O)CSc1nc2c(cc1C#N)CCCC2 (stereo not drawn)
→ 13% | 10% | -3% | -2% | ? | 2% | -16% | -15% | 1.0
> Fc1cccc(-c2nnn3c2nc(Cl)c2ccccc23)c1
→ -16% | 1% | 0% | 2% | 0% | 3% | -24% | -3% | -0.3
> CCC(Cc1ccccc1)NC(=O)CCNS(=O)(=O)c1cc(Br)cnc1N (stereo not drawn)
→ -7% | 50% | -4% | -13% | 29% | -2% | -5% | -8% | -0.5
> Cc1ccc(CSC2=Nc3ccccc3C3=NC(CC(=O)NCc4ccc5c(c4)OCO5)C(=O)N23)cc1 (stereo not drawn)
→ -18% | -23% | -5% | 0%[60.1 µM] | . | 0% | ? | -12% | -0.1
> Oc1ccccc1C=NNc1nc2ccccc2s1
→ -16% | . | -2% | -12% | . | . | -14% | . | .
> CCN(CC)S(=O)(=O)c1ccc(/C=C/C(=O)Nc2ccc(Br)cc2F)cc1
→ 4% | 0% | 1% | -22% | 1% | -6% | -8% | -21% | -0.3
> OCC(CO)c1cnnc2ccccc12
→ -2% | . | -4% | -5% | . | . | ? | . | .
> Cc1ccc(C(=O)NC(=S)Nc2ccccc2N2CCCC2)cc1[N+](=O)[O-]
→ 27% | 20% | 6% | -10% | 4% | -26% | ? | -18% | 0.1
> CCOC(=O)/C=C1/SCC(=O)N1CC(=O)Nc1cccc(F)c1
→ 12% | . | 10% | -7% | 12% | . | -24% | . | 1.9
> Cc1nccn1CCOc1ccc(Cl)cc1
→ 159%[activator] | -16% | -1% | 3% | -30% | -3% | ? | -12% | -0.2
> CS(=O)(=O)c1ccc(-c2nn[nH]n2)cc1
→ -6% | 2% | 0% | -1% | -2% | -2% | ? | -5% | -0.1
> O=C1CC(C(=O)O)S/C(=N\NC(=O)c2ccc(F)cc2)N1 (stereo not drawn)
→ 11% | 11% | 1% | -7% | 20% | 4% | -4% | -1% | 0.4
> CCc1noc(C)c1C(=O)Oc1ccc(N(C)S(=O)(=O)c2ccc(C)c(C)c2)cc1
→ 14% | . | -3% | -1% | 5% | . | -3% | . | 0.9
> CC(NC(=O)C1CCN(C(=O)N2CCOc3ccc(Cl)cc32)CC1)c1ccccc1 (stereo not drawn)
→ 11% | 4% | -1% | -7% | . | -5% | 9% | ? | -0.4
> Cc1cc(C(=O)CSc2nnc(-c3cccs3)n2Cc2ccccc2)c(C)n1C
→ 43% | -18% | -7% | 3% | -2% | -6% | -18% | -15% | -0.7
> COc1cc2c(-c3ccc(O)cc3)nc3c(c(C)nn3-c3ccccc3)c2cc1OC
→ ? | ? | -8% | -11% | 4% | 14µM* | ? | 7% | -0.1
> O=C(Nc1ccc(N2CCN(c3ccc(F)cc3)CC2)c(C(=O)O)c1)c1cccs1
→ 1% | -10% | -2% | -3%[60.1 µM] | . | 1% | -25% | 0% | -0.1
> Cc1ccc(Sc2ncccc2C(N)=O)cc1
→ -22% | . | 5% | -4% | . | . | 0% | . | .
> NC(=O)C1CCN(CC(O)COc2ccc(-c3ccccc3)cc2)CC1 (stereo not drawn)
→ -1% | 25% | -4% | -3% | 11% | -6% | 4% | ? | 1.9
> NC(=O)c1ccc(NC(=O)CSc2nc3ccccc3c(=O)n2CCCN2CCOCC2)cc1
→ -12% | . | 14% | 19% | -10% | . | 0% | . | -0.6
> COc1cc(OC)cc(C(=O)NCCn2ccc3ccccc32)c1
→ 32%[activator] | -1% | 7% | -21% | -4% | -5% | 0% | -12% | -1.0
> O=C(CN(CC1CCCO1)C(=O)CCC(=O)Nc1nccs1)NCC1CCCO1 (stereo not drawn)
→ -3% | 16% | -4% | 1% | -2% | -1% | 0% | -9% | 0.1
> O=C(NC1(O)C(=O)c2ccccc2C1=O)c1ccccc1
→ 6.3µM* | -6% | -5% | -17% | ? | ? | 32µM* | -4% | -0.3
> Cc1cc(C)c(OCC(=O)N(Cc2ccc(N(C)C)cc2)Cc2ccco2)c(C)c1
→ 23% | 8% | -9% | -17% | . | -7% | -30% | 79%[activator] | 0.1
> Cc1ccc(Nc2nc(N)nc(CSc3nc4ccccc4s3)n2)cc1
→ 12%&-16% | ? | 5% | -2%&-8% | -7% | -12%&-10% | 2%&0% | -19%&-22% | 0.1&0.7
> COc1ccccc1S(=O)(=O)N1CCN(S(=O)(=O)c2cccs2)CC1
→ -25% | . | 0% | -3% | 19% | . | -6% | . | 0.2
> O=C(CCc1c[nH]c2ccccc12)OCc1ccc(Br)cc1
→ -1% | -29% | -8% | -22% | -23% | -5% | -22% | ? | 0.2
> CCOC(=O)c1ccc(NC(=O)CSc2ccc(-c3sc(C)nc3C)nn2)cc1
→ 6% | 0% | 4% | 4%[60.1 µM] | . | -2% | 7% | -12% | 0.3

Compound profiles, from the list above. Order of values: POLI inh, POLB inh, ERG-DNA inh, POLK inh, APEX1 inh, BLM inh, 12-LOX inh, Apoferritin bind, TRHR agonist
Cc1ccc(Nc2nc(N)nc(CSc3nc4ccccc4s3)n2)cc1 is entered as 12%&-16%, ?, 5%, -2%&-8%, -7%, -12%&-10%, 2%&0%, -19%&-22%, 0.1&0.7
Cc1cc(C)c(OCC(=O)N(Cc2ccc(N(C)C)cc2)Cc2ccco2)c(C)c1 is entered as 23%, 8%, -9%, -17%, ., -7%, -30%, 79%[activator], 0.1
COc1ccccc1S(=O)(=O)N1CCN(S(=O)(=O)c2cccs2)CC1 is entered as -25%, ., 0%, -3%, 19%, ., -6%, ., 0.2
O=C(CCc1c[nH]c2ccccc12)OCc1ccc(Br)cc1 is entered as -1%, -29%, -8%, -22%, -23%, -5%, -22%, ?, 0.2
O=C(NC1(O)C(=O)c2ccccc2C1=O)c1ccccc1 is entered as 6.3µM*, -6%, -5%, -17%, ?, ?, 32µM*, -4%, -0.3

High-throughput results (PubChem)
